Bioassay records from PubChem BioAssay.
Pf growth 48h: Primary qHTS for delayed death inhibitors of the malarial parasite plastid, 48 hour incubation; P. falciparum luciferase growth in erythrocytes, 48 h; Potency, µM (titrated, usually from 28.7 µM), inactives show at the top dose activity change, negative = inhibition, most hits filed as inhibitors; 310,000 tested, 5.9% active; AID 504832, 2011; also: potency is read from the fitted curve at half-maximal effect; % is scaled to controls: 0 for no effect and ±100 for the full control effect
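Firefly luciferase activity from engineered P. falciparum reports growth; inhibitors lower the luminescent signal. Cultures contained 2% hematocrit erythrocytes at 0.1% final parasitemia.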
Tb PYK inh: qHTS of Trypanosoma Brucei Inhibitors | Potency, µM (highest dose often 76.8 µM), inactives show top-dose activity, negative = inhibition, actives largely listed as inhibitors | 410,000 tested, 0.12% active | AID 624173, 2012 | TbPYK enzyme, Kinase-Glo Plus ATP luminescence, 45 min | pyruvate kinase (Trypanosoma brucei), Q57TT1; also: potency is read from the fitted curve at half-maximal effect; % is scaled to controls: 0 for no effect and ±100 for the full control effect; nearly all actives have a fitted effect of over 50% in size
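Glycolytic pyruvate kinase of T. brucei was incubated with substrate, test compound and 130 uM ADP for 45 minutes at room temperature. Luminescent Kinase-Glo Plus signal was measured after 10 minutes.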
Pf growth 96h: Primary qHTS for delayed death inhibitors of the malarial parasite plastid, 96 hour incubation | AID 504834, 2011 | Potency, µM (top dose mostly 28.7 µM), for the others: at the top dose activity change, negative = inhibition, usual class: inhibitors | 320,000 tested, 6.9% active | P. falciparum luciferase reporter growth, 96 h; also: potency is read from the fitted curve at half-maximal effect; % is scaled to controls: 0 for no effect and ±100 for the full control effect
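P. falciparum expressing integrated firefly luciferase grown in erythrocytes (2% hematocrit, 0.05% parasitemia final) with compounds for 96 hours at 37 C, 5% CO2. Growth inhibition read as loss of luminescence after adding luciferase detection reagent.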
Shiga inhibitor: A qHTS for Small Molecule Inhibitors of Shiga Toxin; Vero cells, Shiga toxin protein synthesis inhibition reporter; inhibition, % at 38.7 µM; 290,000 tested, 9.2% active; in the data active = inhibition mostly above about 28%, no sharp cut-off; inactive = mostly below about 43%; also: 0% is about no effect
LmPK inhibitor: qHTS Assay for Inhibitors of Leishmania Mexicana Pyruvate Kinase (LmPK); 290,000 tested, 0.37% active; purified LmPK, Kinase-Glo ATP luminescence, 1 h; Potency, µM (top dose mostly 57.5 µM), for the others: top-dose activity change, negative = inhibition, most hits filed as inhibitors; also: potency is read from the fitted curve at half-maximal effect; % is scaled to controls: 0 for no effect and ±100 for the full control effect
Target sequence (Q27686 whole entry, looked up): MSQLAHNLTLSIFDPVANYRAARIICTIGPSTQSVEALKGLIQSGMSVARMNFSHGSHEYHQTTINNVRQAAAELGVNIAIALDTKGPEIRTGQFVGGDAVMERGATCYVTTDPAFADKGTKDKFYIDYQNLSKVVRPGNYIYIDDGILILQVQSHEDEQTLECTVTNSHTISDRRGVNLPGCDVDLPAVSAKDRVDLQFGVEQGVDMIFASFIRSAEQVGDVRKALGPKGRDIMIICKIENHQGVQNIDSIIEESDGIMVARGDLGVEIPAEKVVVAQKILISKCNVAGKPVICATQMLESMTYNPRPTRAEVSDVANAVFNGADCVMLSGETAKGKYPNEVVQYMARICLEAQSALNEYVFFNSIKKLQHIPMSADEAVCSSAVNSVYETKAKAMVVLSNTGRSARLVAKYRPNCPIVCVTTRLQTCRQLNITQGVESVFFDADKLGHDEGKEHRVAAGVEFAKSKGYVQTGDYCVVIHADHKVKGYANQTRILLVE
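Screened at intermediate enzyme activity to detect both inhibitors and activators: LmPK at 0.1 nM, with a 0.5 nM enzyme column as activation reference. PEP 0.5 mM, ADP 0.1 mM; ATP detected by luminescence after 1 h.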
AmpC inh no detg: qHTS Inhibitors of AmpC Beta-Lactamase (assay without detergent); P00811; AmpC nitrocefin hydrolysis, absorbance 480 nm, 0.0001% Triton; Potency, µM (top dose mostly 57.1 µM), for inactives: top-dose activity change, negative = inhibition, hits mostly inhibitors; 330,000 tested, 0.52% active;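 also: potency is read from the fitted curve at half-maximal effect; plate controls were no compound for no effect and no enzyme for full effect; nearly all actives have a fitted effect of over 20% in size; some results filed as inactive show a strong effect at the top dose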
Target sequence (P00811 whole entry, looked up): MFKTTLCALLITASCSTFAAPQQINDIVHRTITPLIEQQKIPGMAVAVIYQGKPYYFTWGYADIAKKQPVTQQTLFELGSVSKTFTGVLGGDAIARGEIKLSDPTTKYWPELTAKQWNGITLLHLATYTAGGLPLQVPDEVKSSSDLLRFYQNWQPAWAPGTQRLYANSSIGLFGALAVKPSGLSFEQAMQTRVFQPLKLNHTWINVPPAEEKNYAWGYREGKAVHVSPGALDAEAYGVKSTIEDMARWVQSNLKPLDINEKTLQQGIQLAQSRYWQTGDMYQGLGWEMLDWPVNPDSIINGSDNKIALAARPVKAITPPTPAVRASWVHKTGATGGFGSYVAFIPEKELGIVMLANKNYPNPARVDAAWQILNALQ
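20 mM phosphate pH 7.0 + 0.01% (detergent screen) or 0.0001% Triton X-100; 5.3 nM AmpC reagent; cpd preinc 15 min RT; nitrocefin (800 uM stock) to start; A480 q20 s × 4 min; Activity was normalised to no-enzyme and no-compound control wells.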
CHX counter: Cycloheximide Counterscreen for Small Molecule Inhibitors of Shiga Toxin | max response, % | cell reporter, cycloheximide protein synthesis inhibition counterscreen | 300,000 tested, 12% active | AID 2314, 2010; in the data active = max response mostly above about 13%, no sharp cut-off; inactive = mostly below about 14%; also: read at 38.3 µM for the half of the compounds with a filed dose; 0% is about no effect
Starred values were filed as active, the others as inactive; & = joins results of further samples; [ ] = another dose, or the depositor's remark. Unless noted, calls follow the shape of the dose curve; as a rule, active = well fitted curve in the direction sought with a large enough effect; inconclusive = small, poorly fitted or top-dose-only effect, or another doubt; inactive = no such curve, though single readings can be large; an effect the other way counts as inactive or inconclusive. Compounds were not picked by outcome; any-hit rate near 22%.

How did COC(=O)c1cccc(NC(=O)CCc2c(C)noc2C)c1 do in these assays?
Pf growth 48h: -1%; Tb PYK inh: 0%; Pf growth 96h: -5%; AmpC inh no detg: -9%

How did CCOc1ccc(/C=C/C(=O)c2ccccc2)cc1OC do in these assays?
Pf growth 48h: 37%[activator]; Tb PYK inh: 2%; Pf growth 96h: -12%; Shiga inhibitor: 80*; LmPK inhibitor: -7%; AmpC inh no detg: -17%; CHX counter: 56*

Results for Oc1ccccc1CNc1ccc2c(c1)OCCO2 ?
Pf growth 48h: 144%[activator]; Tb PYK inh: -22%; Pf growth 96h: 70%[activator]; Shiga inhibitor: 67*; LmPK inhibitor: -4%; AmpC inh no detg: -15%; CHX counter: 41*

What do the screens show for `CCN(CC)C(=O)Oc1ccc(Cl)c2cccnc12`?
Pf growth 48h: 9%; Tb PYK inh: 1%; Pf growth 96h: 11%; Shiga inhibitor: -17; LmPK inhibitor: 0%; AmpC inh no detg: -3%; CHX counter: -3

How did CCN(CC)c1ccc(/C=N/Nc2nc3ccccc3[nH]2)c(O)c1 do in these assays?
Tb PYK inh: 5%; Pf growth 96h: 1.2µM*; Shiga inhibitor: 100*; LmPK inhibitor: -1%; AmpC inh no detg: -26%; CHX counter: 52*

How did COCCCNC(=S)N(Cc1ccccc1)Cc1ccccc1 do in these assays?
Pf growth 48h: inconclusive; Tb PYK inh: -8%; Pf growth 96h: -24%; Shiga inhibitor: -6; LmPK inhibitor: -1%; AmpC inh no detg: 8%; CHX counter: -2

What do the screens show for `CCOP(=O)(OCC)/C(C#N)=C/c1ccc(-c2ccc(F)cc2F)o1`?
Pf growth 48h: 42%[activator]; Tb PYK inh: 3%; Pf growth 96h: 49%[activator]; Shiga inhibitor: 26; LmPK inhibitor: 10%; AmpC inh no detg: 132%[activator]; CHX counter: 13

How did Cc1ccc([N+](=O)[O-])cc1NC(=O)CN(C(=O)c1ccc(Cl)cc1)C1CCCCC1 do in these assays?
Pf growth 48h: inconclusive; Tb PYK inh: 0%; Pf growth 96h: 9%; Shiga inhibitor: -9; LmPK inhibitor: -1%; AmpC inh no detg: -19%; CHX counter: -7

What do the screens show for `CCCOc1ccc(C2C3=C(Nc4nc(N)[nH]c(=O)c42)c2ccccc2C3=O)cc1` (stereo not given)?
Pf growth 48h: inconclusive; Tb PYK inh: 1%; Pf growth 96h: inconclusive; Shiga inhibitor: -6; LmPK inhibitor: 0%; AmpC inh no detg: -37%; CHX counter: -2

Results for CN(C)c1ccc(N2C(=O)CSC2=S)cc1 ?
Pf growth 48h: 8%; Tb PYK inh: 1%; Pf growth 96h: 5.2µM*; Shiga inhibitor: 62*; LmPK inhibitor: -5%; AmpC inh no detg: -47%; CHX counter: 19*

How did COc1ccc(CNc2nc(NCc3ccc(OC)cc3)n(C(C)=O)n2)cc1 do in these assays?
Tb PYK inh: 1%; Pf growth 96h: 12%; Shiga inhibitor: -11; LmPK inhibitor: 0%; AmpC inh no detg: 0%; CHX counter: -6

Results for Cc1ccc2oc(C(=O)N(C)Cc3ccon3)c(C)c2c1 ?
Pf growth 48h: 87%[activator]; Tb PYK inh: 5%; Pf growth 96h: -17%; Shiga inhibitor: 47*; LmPK inhibitor: 6%; AmpC inh no detg: -11%; CHX counter: 54*

What do the screens show for `Cc1cc(C)cc(C(=O)N2CCC(C(N)=O)CC2)c1`?
Pf growth 48h: -24%; Tb PYK inh: 0%; Pf growth 96h: inconclusive; Shiga inhibitor: 8; LmPK inhibitor: 0%; AmpC inh no detg: -8%; CHX counter: -4

What do the screens show for `O=C(CN1CCC(NC(=O)C2CCCCC2)CC1)NCc1ccco1`?
Pf growth 48h: 8%; Tb PYK inh: 0%; Pf growth 96h: inconclusive; Shiga inhibitor: 18; LmPK inhibitor: -6%; AmpC inh no detg: -7%; CHX counter: 7

How did COc1ccc(CCC(=O)Nc2cccc(Cl)c2)cc1 do in these assays?
Pf growth 48h: -8%; Tb PYK inh: -4%; Pf growth 96h: -31%; Shiga inhibitor: 18; LmPK inhibitor: -3%; AmpC inh no detg: -18%; CHX counter: 9

How did Cc1ccc(C(=O)NCC(=O)NCC(=O)OCc2ccc(F)cc2)cc1 do in these assays?
Pf growth 48h: inconclusive; Tb PYK inh: -5%; Pf growth 96h: 24%[5.75 µM]; Shiga inhibitor: 20; LmPK inhibitor: 2%; AmpC inh no detg: -4%; CHX counter: 1

Results for c1ccc(-c2cc(-c3nc(-c4cccnc4)no3)c3ccccc3n2)cc1 ?
Pf growth 48h: 19%; Pf growth 96h: inconclusive; Shiga inhibitor: -6; LmPK inhibitor: 5%; AmpC inh no detg: -21%; CHX counter: 0

What do the screens show for `CCOC(=O)c1c(S(=O)(=O)N2CCCC(C(=O)Nc3cccc(C)n3)C2)c(C)n(C)c1C` (stereo not given)?
Pf growth 48h: inconclusive; Tb PYK inh: -14%&-8%; Pf growth 96h: inconclusive; Shiga inhibitor: 0; LmPK inhibitor: 1%; AmpC inh no detg: 1%; CHX counter: 2

Results for COc1cccc(C(=O)c2cc3ccc(O)cc3oc2=O)c1 ?
Pf growth 48h: 71%[activator]; Tb PYK inh: inconclusive; Pf growth 96h: inconclusive; Shiga inhibitor: 22; LmPK inhibitor: 14µM*; AmpC inh no detg: -23%; CHX counter: 7

How did Cc1nnc(NC(=O)CCn2c(=O)oc3ccc(Cl)cc32)s1 do in these assays?
Pf growth 48h: 34%[activator]; Tb PYK inh: -3%; Pf growth 96h: 1%; Shiga inhibitor: -7; LmPK inhibitor: 0%; AmpC inh no detg: -2%; CHX counter: -3

Five consecutive compounds already listed, quoted:
How did Cc1ccc(C(=O)NCC(=O)NCC(=O)OCc2ccc(F)cc2)cc1 do in these assays?
Pf growth 48h: inconclusive; Tb PYK inh: -5%; Pf growth 96h: 24%[5.75 µM]; Shiga inhibitor: 20; LmPK inhibitor: 2%; AmpC inh no detg: -4%; CHX counter: 1

Results for c1ccc(-c2cc(-c3nc(-c4cccnc4)no3)c3ccccc3n2)cc1 ?
Pf growth 48h: 19%; Pf growth 96h: inconclusive; Shiga inhibitor: -6; LmPK inhibitor: 5%; AmpC inh no detg: -21%; CHX counter: 0

What do the screens show for `CCOC(=O)c1c(S(=O)(=O)N2CCCC(C(=O)Nc3cccc(C)n3)C2)c(C)n(C)c1C` (stereo not given)?
Pf growth 48h: inconclusive; Tb PYK inh: -14%&-8%; Pf growth 96h: inconclusive; Shiga inhibitor: 0; LmPK inhibitor: 1%; AmpC inh no detg: 1%; CHX counter: 2

Results for COc1cccc(C(=O)c2cc3ccc(O)cc3oc2=O)c1 ?
Pf growth 48h: 71%[activator]; Tb PYK inh: inconclusive; Pf growth 96h: inconclusive; Shiga inhibitor: 22; LmPK inhibitor: 14µM*; AmpC inh no detg: -23%; CHX counter: 7

How did Cc1nnc(NC(=O)CCn2c(=O)oc3ccc(Cl)cc32)s1 do in these assays?
Pf growth 48h: 34%[activator]; Tb PYK inh: -3%; Pf growth 96h: 1%; Shiga inhibitor: -7; LmPK inhibitor: 0%; AmpC inh no detg: -2%; CHX counter: -3

The list continues.
What do the screens show for `Cc1cc(C)c(S(=O)(=O)N(C)CC(=O)NCc2ccccn2)c(C)c1`?
Pf growth 48h: 0%; Tb PYK inh: -20%; Pf growth 96h: inconclusive; Shiga inhibitor: -13; LmPK inhibitor: 3%; AmpC inh no detg: 16%; CHX counter: 8

What do the screens show for `CC(C)NC(=O)C(=O)c1cn(C)c2ccccc12`?
Pf growth 48h: 30%[activator]; Tb PYK inh: -1%; Pf growth 96h: 45%[activator]; Shiga inhibitor: -9; LmPK inhibitor: 0%; AmpC inh no detg: -9%; CHX counter: 5

How did COc1ccc(CNC(=O)C2=CCN(S(=O)(=O)c3ccc(C)cc3)CC2)cc1 do in these assays?
Pf growth 48h: -19%; Tb PYK inh: -9%; Pf growth 96h: -25%; Shiga inhibitor: -22; LmPK inhibitor: 6%; AmpC inh no detg: 1%; CHX counter: 2

Results for Cn1c(N)c(C(=O)c2ccc(Cl)cc2)c(=O)n(C)c1=O ?
Pf growth 48h: 8%; Tb PYK inh: -5%; Pf growth 96h: -5%; Shiga inhibitor: -7; LmPK inhibitor: 0%; AmpC inh no detg: -27%; CHX counter: -2

How did N#Cc1cnn(Cc2ccccc2)c1/N=C/N1CCOCC1 do in these assays?
Pf growth 48h: 9%; Tb PYK inh: 1%; Pf growth 96h: 9%; Shiga inhibitor: -6; LmPK inhibitor: -8%; AmpC inh no detg: 4%; CHX counter: -2

What do the screens show for `COc1ccc(NC(=O)/C(Cl)=C(/Cl)S(=O)Cc2ccccc2)cn1` (stereo not given)?
Pf growth 48h: 15µM*; Tb PYK inh: -5%; Shiga inhibitor: 24; LmPK inhibitor: 2%; AmpC inh no detg: -7%; CHX counter: 48*

Results for CCc1cccc(CC)c1NC(=O)COc1ccccc1C(=O)c1cc(C#N)c(=O)n(C2CCCCC2)c1 ?
Pf growth 48h: 5.9µM*; Tb PYK inh: 2%; Pf growth 96h: inconclusive; Shiga inhibitor: -4; LmPK inhibitor: -1%; AmpC inh no detg: 18%; CHX counter: 6

What do the screens show for `O=C(N/N=C/c1ccc2ncccc2c1)c1cccc([N+](=O)[O-])c1`?
Pf growth 48h: -7%; Tb PYK inh: -11%; Pf growth 96h: -2%; Shiga inhibitor: 22; LmPK inhibitor: 0%; AmpC inh no detg: -32%; CHX counter: 7

Results for COCCn1c(SCC(=O)c2ccc3c(c2)OCCO3)nnc1C(C)C ?
Pf growth 48h: 19%; Tb PYK inh: -16%; Pf growth 96h: 15%; Shiga inhibitor: -3; LmPK inhibitor: -6%; AmpC inh no detg: 20%; CHX counter: -1

What do the screens show for `CCOc1ccc(/C=N/NC(=O)c2ccc(F)cc2)cc1CN1CC2CC(C1)c1cccc(=O)n1C2` (stereo not given)?
Pf growth 48h: 5.2µM*; Tb PYK inh: -1%; Pf growth 96h: 18%; AmpC inh no detg: 67%[activator]

How did Cc1ccc(S(=O)(=O)NNC(=S)NCC2CCCO2)cc1 (stereo not given) do in these assays?
Pf growth 48h: 22%; Tb PYK inh: 0%; Pf growth 96h: 21%; Shiga inhibitor: -11; LmPK inhibitor: 1%; AmpC inh no detg: -9%; CHX counter: -5

How did COc1cccc(CNc2ccc3[nH]c(=O)[nH]c3c2)c1OCc1ccccc1F do in these assays?
Pf growth 48h: 10%; Tb PYK inh: inconclusive; Pf growth 96h: inconclusive; Shiga inhibitor: -11; LmPK inhibitor: 1%; AmpC inh no detg: -21%; CHX counter: 2
